# Screening results (PubChem BioAssay)
# All columns: NCI-60 one-dose screen, growth in % after 48 h at 10 µM unless noted; 100 = growth as untreated, 0 = no growth, -100 = all killed.
# MCF7 – MCF7 breast cancer; 6.3% of 82,000 active
# T-47D – T-47D breast cancer | 5% of 79,000 active | AID 1794792
# MOLT-4 – MOLT-4 leukemia cells | 6.9% of 80,000 active | AID 1794779
# MDA-MB-231 – MDA-MB-231 breast cancer. 5% of 81,000 active
# SR – SR leukemia cells; 8.7% of 73,000 active
# MDA-MB-468 – MDA-MB-468 breast cancer; 8.5% of 78,000 active; AID 2202374
# BT-549 – BT-549 breast cancer; 4.4% of 78,000 active; AID 1794793
# K-562 – K-562 leukemia; 7.4% of 78,000 active
# Numbers without * were called inactive; · = no result given; & = joins results of further samples. How the source made its calls: active means growth percent below 10; inactive means the rest.
# Below each compound: K-562	MOLT-4	MDA-MB-231	T-47D	MDA-MB-468	SR	MCF7	BT-549
CCCCCc1ccc(S(=O)(=O)Nc2ccc3nc(NC(C)=O)[nH]c3c2)cc1
  75	87	84	87	·	85	89	111
N#Cc1ccc(OC(=O)Nc2cccc(Cl)c2Cl)cc1
  104	97	81	92	88	92	71	111
COc1ccc(C(=O)O)c(I)c1OC
  110	106	108	111	109	·	97	115
Cc1ccnc(NS(=O)(=O)c2ccc(NC(=O)Nc3ccc(Cl)c(C(F)(F)F)c3)cc2)n1
  91	69	104	84	100	77	94	99
COc1ccc[nH]c1=O
  93	99	109	97	105	91	99	105
CC(C)(C)c1cc(NCc2ccc(Cl)cc2)n(-c2ccccc2)n1
  69	70	84	58	96	68	81	114
CC(C)CC(CC(C)C)N(C)C(C)(C)O
  111	107	109	99	99	111	101	101
O=C(C[n+]1ccnc2ccccc21)c1ccccc1
  113	101	84	78	93	103	80	87
O=C(CCCCn1cnc2c(=S)nc[nH]c21)Nc1ccc(C(=O)O)cc1
  105	108	92	120	109	107	105	112
CCN(CC)S(=O)(=O)c1ccccc1
  94	96	111	97	100	98	97	99
COc1ccccc1C1(CCC#N)CCCCC1=O (stereo not drawn)
  108	109	107	84	87	107	93	·
COC(=O)C1(C)CCC[C@]2(C)[C@H]3C[C@@H]4[C@H]5[C@@H]6CC/C(=N\N=CCc7ccco7)[C@H]5[C@@]3(CC[C@@H]12)CC4(C(C)C)O6 (stereo partly drawn)
  88	98	86	80	107	88	75	123
COC(=O)c1c(-c2ccc(OC)cc2)c(-c2ccc(OC)cc2)[nH]c(=O)c1C#N
  85	85	·	·	64	·	84	90
CCN(CC)C(=Nc1ccc(Cl)c(Cl)c1)SC(NC=O)=C(Cl)Cl
  76	82	98	80	90	90	80	105
O=C(NCCCN1CCCC1=O)c1ccc(-c2ncc3cnc(-c4ccccc4)cn23)cc1
  97	101	99	89	96	96	90	88
COc1ccc2c(c1)oc1c2c2c(c3c4ccccc4n(C)c13)C(=O)N(O)C2=O
  93	87	75	52	71	·	25	71
CCCCCCCCCCSCCO
  105	99	106	103	91	111	91	96
O=Cc1cn(C(=O)c2ccccc2)c2ccccc12
  102	107	94	92	109	105	86	122
Cc1ccc(S(=O)(=O)N2CCc3ccccc3CC2)cc1
  64	81	84	63	-4.8*	85	61	65
CCCCN1CCN(c2ccc3nc(-c4ccc5nc(-c6ccc(C(F)(F)F)cc6)[nH]c5c4)[nH]c3c2)CC1
  -66*	-61*	-89*	-37*	-62*	-47*	-74*	-53*
Nc1nc2ncc(CNc3ccc(C(=O)NC(CCC(=O)NC(CCC(=O)NC(CCC(=O)NC(CCC(=O)NC(CCC(=O)O)C(=O)O)C(=O)O)C(=O)O)C(=O)O)C(=O)O)cc3)nc2c(=O)[nH]1 (stereo not drawn)
  97	107	·	·	131	·	99	106
Cc1ccc(C(=O)c2ccc(CC(=O)NNC(=O)Nc3ccc(Cl)c(C(F)(F)F)c3)n2C)cc1
  96	81	83	86	82	91	78	89
COc1ccc(C(=O)CSc2nccc(Nc3ccc(S(=O)(=O)Nc4nccc(C)n4)cc3)n2)cc1
  115	113	113	96	112	·	103	·
Cc1cc(=O)n2nc(-c3c[nH]c4ccccc34)sc2n1
  ·	·	91	92	89	·	73	108
O=C(CC(c1ccccc1)c1ccc(Br)cc1)c1ccccc1 (stereo not drawn)
  88	94	88	76	102	102	89	97
CC12CCC(/C(=N/O)C1=O)C2(C)C (stereo not drawn)
  103&99	88&98	108&104	106&98	104&111	100&81	93&100	105&98
CO[C@]12C=C/C(=C(/C(=O)OCc3cccnc3)C(=O)CCCCCCCC[C@]3(OC)C=C/C(=C(/C(=O)OCc4cccnc4)C(=O)CCCCCCCC1)O3)O2
  0.3*	-13*	-38*	-17*	-51*	-21*	-56*	-68*
COc1ccc([N+](=O)[O-])cc1NC(=O)CC(=O)c1ccccc1
  120	110	112	109	118	·	87	105
C[C@]12C=CC(=O)C=C1CCC1C2[C@@H](O)C[C@@]2(C)C1CC[C@]2(O)C(=O)COP(=O)(O)O (stereo partly drawn)
  92	97	86	110	131	111	77	86
CCOC(=O)c1nc(Nc2ccc(NC(=O)Nc3cccc(F)c3)cc2)c2ccccc2n1
  98	102	107	97	105	104	93	101
CCNc1ccc(C)cc1
  90	96	86	84	96	100	97	98
COc1cc(OC)c(NC(=O)CC2SC(N)=NC2=O)cc1Cl (stereo not drawn)
  111	112	130	·	·	107	102	101
CNCc1cccc(OC)c1OC
  ·	·	119	123	115	·	101	115
O=C(O)c1ccc2cc(C(=O)O)ccc2c1
  106	101	82	84	·	109	98	·
OC(CN1CCCC1)c1ccccc1 (stereo not drawn)
  123	110	107	112	99	108	98	·
O=C(Cn1cncn1)Nc1ccc(-c2nc3ccccc3s2)cc1
  86	92	96	65	-30*	84	36	92
O=C1NC(=O)/C(=C\c2ccco2)S1
  111	111	89	95	108	113	104	104
O=C1CC(n2c(O)c(C=Nc3cccnc3)sc2=S)C(=O)N1c1cccnc1 (stereo not drawn)
  ·	111	106	101	117	107	95	118
CCOC(=O)N1CCN(C2=Nn3c(nnc3-c3cc(C(F)(F)F)cc(C(F)(F)F)c3)SC2)CC1
  98	89	104	92	86	·	102	·
O=C(C1CC=CCC1)N1CCCCCC1 (stereo not drawn)
  101	109	101	107	104	120	93	106
O=C1c2ccccc2CCC12OC2c1cn(-c2ccccc2)nc1-c1ccc(Cl)cc1 (stereo not drawn)
  ·	·	92	93	92	70	88	126
CCN(CC)CCOc1ccc(C(=C(C)c2ccccc2)c2ccc(OCCN(CC)CC)cc2)cc1
  ·	·	-60*	-85*	-18*	·	-62*	50
O=c1[nH]c(NCc2ccccc2)nc2nc(Nc3ccc(NC(=S)Nc4ccccc4)cc3)nc(-c3ccc(O)cc3O)c12
  63	77	90	84	·	68	97	155
Cc1ccc(S(=O)(=O)NCN2C(=O)c3ccccc3C2=O)cc1
  106	94	117	110	94	101	95	101
CSc1cc(C(=O)O)nc(SC)n1
  111	90	98	103	101	83	89	157
COc1ccc2c(c1)OC13Oc4cc(OC)ccc4C=C1CSCC3=C2
  96	95	88	63	103	91	70	110
CCCCCCCCCCCCCC[n+]1ccc(C(N)=O)cc1
  9.1*	-35*	-35*	47	-41*	-16*	23	-51*
Brc1ccc[n+](Cc2ccccc2)c1
  108	102	117	106	98	97	103	103
CC(c1ccccn1)C(C)(O)C(C)c1ccccn1 (stereo not drawn)
  103	65	93	118	106	·	103	108
COc1ccccc1Cn1cc2c(c1-c1ccccc1)CCc1cnoc1-2
  19	39	56	29	11	26	19	47

# 2 entries from above in a different format.
SMILES | K-562 | MOLT-4 | MDA-MB-231 | T-47D | MDA-MB-468 | SR | MCF7 | BT-549
Cc1ccc(S(=O)(=O)NCN2C(=O)c3ccccc3C2=O)cc1 | 106 | 94 | 117 | 110 | 94 | 101 | 95 | 101
CSc1cc(C(=O)O)nc(SC)n1 | 111 | 90 | 98 | 103 | 101 | 83 | 89 | 157

# The results go on:
# Below each compound: K-562	MOLT-4	MDA-MB-231	T-47D	MDA-MB-468	SR	MCF7	BT-549
Cc1ccc(S(=O)(=O)Nc2ccc(-[n+]3ccc(-c4cccc(C)c4)o3)cc2)cc1
  84	88	94	100	88	94	84	95
Cc1ccc(C)c2c1CCC2=O
  133	121	117	103	63	132	95	98
Clc1ccc2[nH]cc(-c3cncn3CCc3ccccc3)c2c1
  27	51	66	13	8.0*	41	53	40
CCOC(=O)c1sc(NC(=O)COc2cccc(/C=C3\Cc4ccc(Cl)cc4C3=O)c2)nc1C
  90	105	81	99	118	114	54	115
Cn1nc(-c2ccc(Cl)cc2)nc2c(=O)n(C)c(=O)nc1-2
  -53*	-47*	-25*	-43*	-73*	-41*	-63*	-46*
COc1ccc(-c2nn(-c3cccc(Cl)c3)cc2C2CC(c3ccccc3)=NN2C(C)=O)cc1 (stereo not drawn)
  96	94	73	45	81	76	68	75
COc1cc2c(cc1OC)[C@H]1CCCN1CC2Sc1ccccc1 (stereo partly drawn)
  81	88	98	90	78	88	100	100
O=S1(=O)CC(Cl)C1
  99	102	100	99	96	100	90	106
NNc1nc2nc(-c3ccccc3)cc(-c3ccc(F)cc3)c2c(=O)[nH]1
  94	91	99	91	108	96	83	100
NS(=O)(=O)c1ccc(Br)cc1
  109	93	99	85	102	106	94	88
S=C1Nc2c(sc3ccc(Cl)cc23)C(c2ccc3ccccc3c2)N1 (stereo not drawn)
  96	93	77	78	96	81	70	109
CCOC(=O)c1cc(C#N)n2ccc3ccccc3c12
  106	96	102	104	98	115	96	113
CNCC(C)C(Cl)c1ccccc1 (stereo not drawn)
  112	105	99	102	99	·	100	102
O=C(N/N=C/c1cccc2ccccc12)c1ccc2cccc(O)c2n1
  80	86	95	90	83	82	71	101
C/C(=C(/C)C1CC1CCN(C(=O)c1ccc([N+](=O)[O-])cc1)S(=O)(=O)c1ccc(C)cc1)c1ccccc1 (stereo not drawn)
  73	86	94	75	72	116	82	108
C/C(=C\c1ccc(OCC(=O)O)c(Cl)c1Cl)[N+](=O)[O-]
  88	85	113	100	119	72	103	·
CC(=O)SCCCON1C(=O)c2ccccc2C1=O
  100	88	104	98	109	·	102	102
C=C1CC[C@@H]2[C@]3(C)COC(c4cn[nH]c4-c4ccc(Br)cc4)O[C@@H]3CC[C@@]2(C)[C@@H]1C/C=C1/C(=O)OCC1O (stereo partly drawn)
  7.8*	2.6*	-66*	12	-86*	3.6*	·	-97*
COc1cc(/C=C/C(=O)c2cc(OC)c(OC)c(OC)c2)ccc1Oc1nc2c(c(=O)n(C)c(=O)n2C)n1C
  10	2.1*	9.4*	-16*	-72*	8.6*	0.5*	-58*
O=C1/C(=C/c2ccc(F)cc2)Cc2ccccc21
  110	98	107	103	96	·	27	90
O=c1sn(CCI)c(=O)n1Cc1ccc(Cn2c(=O)sn(CCI)c2=O)cc1
  47	27	102	·	81	·	82	105
Cc1ccc(S(=O)(=O)N(CCC(=N)N)C(C)C)cc1
  96	94	·	97	·	90	95	96
CC(C)C(=O)NCCCCCCN1CCCCC1
  113	101	96	109	108	101	93	94
COc1cc(/C(C)=C(\c2ccc(Cl)cc2)c2ccc(OCCN3CCCCC3)cc2)ccc1F
  19	57	86	71	73	20	51	92
C[C@@H](O)[C@H]1C(=O)N2C(C(=O)O)=C(SC3CN[C@H](C(=O)N(C)C)C3)[C@H](C)[C@H]12 (stereo partly drawn)
  ·	116	100	98	100	123	101	105

# A different layout for some results above.
SMILES,K-562,MOLT-4,MDA-MB-231,T-47D,MDA-MB-468,SR,MCF7,BT-549
COc1cc2c(cc1OC)[C@H]1CCCN1CC2Sc1ccccc1 (stereo partly drawn),81,88,98,90,78,88,100,100
O=S1(=O)CC(Cl)C1,99,102,100,99,96,100,90,106
NNc1nc2nc(-c3ccccc3)cc(-c3ccc(F)cc3)c2c(=O)[nH]1,94,91,99,91,108,96,83,100
NS(=O)(=O)c1ccc(Br)cc1,109,93,99,85,102,106,94,88
S=C1Nc2c(sc3ccc(Cl)cc23)C(c2ccc3ccccc3c2)N1 (stereo not drawn),96,93,77,78,96,81,70,109
CCOC(=O)c1cc(C#N)n2ccc3ccccc3c12,106,96,102,104,98,115,96,113
CNCC(C)C(Cl)c1ccccc1 (stereo not drawn),112,105,99,102,99,·,100,102
O=C(N/N=C/c1cccc2ccccc12)c1ccc2cccc(O)c2n1,80,86,95,90,83,82,71,101
C/C(=C(/C)C1CC1CCN(C(=O)c1ccc([N+](=O)[O-])cc1)S(=O)(=O)c1ccc(C)cc1)c1ccccc1 (stereo not drawn),73,86,94,75,72,116,82,108
C/C(=C\c1ccc(OCC(=O)O)c(Cl)c1Cl)[N+](=O)[O-],88,85,113,100,119,72,103,·
CC(=O)SCCCON1C(=O)c2ccccc2C1=O,100,88,104,98,109,·,102,102
C=C1CC[C@@H]2[C@]3(C)COC(c4cn[nH]c4-c4ccc(Br)cc4)O[C@@H]3CC[C@@]2(C)[C@@H]1C/C=C1/C(=O)OCC1O (stereo partly drawn),7.8*,2.6*,-66*,12,-86*,3.6*,·,-97*
COc1cc(/C=C/C(=O)c2cc(OC)c(OC)c(OC)c2)ccc1Oc1nc2c(c(=O)n(C)c(=O)n2C)n1C,10,2.1*,9.4*,-16*,-72*,8.6*,0.5*,-58*
O=C1/C(=C/c2ccc(F)cc2)Cc2ccccc21,110,98,107,103,96,·,27,90
O=c1sn(CCI)c(=O)n1Cc1ccc(Cn2c(=O)sn(CCI)c2=O)cc1,47,27,102,·,81,·,82,105
Cc1ccc(S(=O)(=O)N(CCC(=N)N)C(C)C)cc1,96,94,·,97,·,90,95,96
